Rpn11 inh – inhibitors of human proteasome Rpn11; O00487; human 26S proteasome, Ub4-pepOG fluorescence polarization; 20S core pre-blocked with epoxomicin; calls only at 20 µM; hit rate 0.59% among 360,000; AID 588493;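 active = inhibition at 20 µM, scaled to each plate's controls, above about 33%, limit read from the data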
Target sequence (O00487 whole entry, looked up): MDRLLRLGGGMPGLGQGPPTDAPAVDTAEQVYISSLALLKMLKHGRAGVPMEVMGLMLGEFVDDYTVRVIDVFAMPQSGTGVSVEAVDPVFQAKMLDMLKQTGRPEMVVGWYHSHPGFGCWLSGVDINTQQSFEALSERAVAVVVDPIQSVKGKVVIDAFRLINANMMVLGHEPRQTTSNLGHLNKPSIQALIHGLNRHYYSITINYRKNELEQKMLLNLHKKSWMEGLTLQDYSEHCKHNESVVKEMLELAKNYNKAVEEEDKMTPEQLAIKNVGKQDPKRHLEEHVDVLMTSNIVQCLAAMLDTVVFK
FAS-TE inh – inhibitors of human fatty acid synthase thioesterase domain | recombinant FAS-TE, OMFH fluorogenic substrate, fluorescence endpoint | inhibition, % at 15 µM | hit rate 0.67% among 360,000 | AID 602261;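 active = compounds whose normalised, plate-corrected inhibition of enzyme fluorescence in the single-dose primary screen is 50% or more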;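 also: 0% = DMSO with enzyme and 100% = substrate without enzyme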
MT1-MMP act inh – blocks activation of human MT1-MMP | P50281 | HT1080 RFP-PRO-GFP cells, GFP/RFP ratio fluorescence, overnight; percent of plate control window, DMSO zero | GFP/RFP ratio change, % at 20 µM | hit rate 0.061% among 360,000 | AID 651647;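 active = GFP/RFP ratio change of at least 30% with cell ATP level not reduced by more than half and red fluorescence within 50% of control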; also: strong numbers were not always called active
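Read-out: GFP/RFP fluorescence ratio; Test system: RFP-PRO-GFP reporter HT1080 cells; Compound dosing: single-point 20 µM compound, 1% DMSO; Times: overnight compound exposure at 37 °C.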
CSN deneddyl inh – CSN deneddylation inhibition; Q92905; Purified CSN, SCF-Nedd8-OG deneddylation, fluorescence polarization; inhibition, % at 12.5 µM; hit rate 0.38% among 360,000;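 active = pattern-corrected inhibition above about 35%, with an unprinted fluorescence ratio check between 0.5 and 1.5, limit read from the data, passing the limit was not always enough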;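 also: 0% = enzyme with substrate and 100% = substrate without enzyme; some results filed as inactive read as strong as hits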
Target sequence (Q92905 whole entry, looked up, one chain of several): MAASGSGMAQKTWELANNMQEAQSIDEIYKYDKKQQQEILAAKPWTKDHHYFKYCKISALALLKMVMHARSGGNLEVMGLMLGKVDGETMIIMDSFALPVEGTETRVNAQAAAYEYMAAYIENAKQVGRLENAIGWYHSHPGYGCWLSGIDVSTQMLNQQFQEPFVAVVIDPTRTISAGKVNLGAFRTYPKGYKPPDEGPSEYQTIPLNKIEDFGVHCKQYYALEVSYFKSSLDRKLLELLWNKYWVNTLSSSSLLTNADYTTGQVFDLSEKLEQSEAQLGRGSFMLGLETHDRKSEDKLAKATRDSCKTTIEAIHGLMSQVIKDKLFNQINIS
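Assay system: purified human Csn5 enzyme expressed in HEK293T cells; measure: % inhibition; also added: SCFSkp2-Nedd8OG substrate at 10 nM final; technique: fluorescence polarization; times: reaction 90 min, room temperature; medium: Tris buffer pH 7.5, NaCl, DTT, Tween-20, trehalose, ovalbumin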
E coli Lon inh – E. coli protease La inhibition; AID 602123; purified E. coli Lon protease, fluorescence polarization; inhibition, % at 7.94 µM; P0A9M0; hit rate 0.42% among 360,000; in the data active = inhibition above about 13%, passing the limit was not always enough;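 also: 0% = enzyme with probe and DMSO and 100% = no enzyme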
bovine MsrA act – activates bovine MsrA enzyme. purified bovine MsrA, absorbance read-out. activation, % at 10.6 µM. hit rate 0.3% among 360,000; in the data active = activation above about 7.5%;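 also: 0% = vehicle and 100% = reference activator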
MLLE-PAM2 inh – inhibitors of microRNA-mediated deadenylation, human PABP1 MLLE binding; GST-MLLE / FITC-PAM2 fluorescence polarization; inhibition, % at 20 µM; hit rate 0.36% among 360,000; AID 588489; in the data active = inhibition above about 35%, passing the limit was not always enough;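 also: plate controls were DMSO wells with GST-MLLE for no effect and wells lacking GST-MLLE protein for full effect; some results filed as inactive read as strong as hits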
Rin1 Abl inh – inhibitors of human Rin1-Abl protein interaction; TR-FRET Rin1/Abl binding, biochemical; inhibition, % at 7.35 µM; hit rate 0.4% among 360,000; in the data active = inhibition above about 5%, passing the limit was not always enough
MsrA inhibitor – inhibitors of bovine MsrA. purified bovine MsrA, absorbance read-out. inhibition, % at 15.5 µM. hit rate 0.75% among 360,000. AID 651718; in the data active = inhibition above about 4.5%;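 also: 0% = vehicle wells with enzyme and 100% = reference inhibitor wells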
* marks the source's active call; other numbers are inactive results; i = inactive.

#1 C[C@@H]1CN([C@H](C)CO)C(=O)c2c(c3ccccc3n2C)-c2ccccc2CO[C@@H]1CN(C)Cc1ccc(O)cc1
#2 Cc1ccccc1NC(=O)Nc1ccc2c(c1)OCO2
#3 CCCC(=O)N(Cc1cc(=O)[nH]c2ccccc12)c1ccc(C)cc1C
#4 COCc1ccc(C(=O)NC(C)c2cnn(-c3ccccc3C)c2C)o1 (stereo not given)
#5 Cc1ccccc1-c1cc2nc(NCc3ccc4occc4c3)n(C)c(=O)c2s1
#6 COc1cc(C)c(S(=O)(=O)NCc2cccnc2)cc1C
#7 CCOc1cc(CNCc2cccs2)cc(Br)c1OCC
#8 Cc1ccc(-c2nc(N3CCOCC3)sc2C(=O)N2CCOCC2)cc1
entry no.	1	2	3	4	5	6	7	8
Rpn11 inh	i	i	i	i	i	i	i	i
FAS-TE inh	1	-7	-4	-1	24	-3	9	-6
MT1-MMP act inh	-3	-3	-2	3	-2	3	2	1
CSN deneddyl inh	4	-6	3	4	4	0	4	-13
E coli Lon inh	-8	-8	-12	-1	4	-5	6	-1
bovine MsrA act	-3	-2	-1	-2	-3	-1	0	-11
MLLE-PAM2 inh	-6	3	0	-4	0	1	7	0
Rin1 Abl inh	-2	1	2	2	-4	-4	1	5
MsrA inhibitor	-0.4	2.3	-0.9	-0.6	-0.2	0.2	-0.1	-0.2

#9 CC(C)(C)c1ccc(C(=O)N2CCN(C(=O)C3CCCCC3)CC2)cc1
#10 OC(c1cccc(Cl)c1)c1nc(-c2cccc3cccnc23)cs1 (stereo not given)
#11 O=C(NC1CCOCC1)C1CCC(=O)N(CCc2cccc(F)c2)C1 (stereo not given)
#12 O=C(Nc1cccc(S(=O)(=O)NC2=NCCC2)c1)c1cn(-c2ccccc2)nc1-c1ccc(F)cc1
#13 COc1cccc(NC(=O)C2C3CCC4C(CCC32)C4(Cl)Cl)c1 (stereo not given)
#14 COC(=O)c1ccccc1NC(=O)COC(=O)c1ccccc1N=Nc1ccc(N(C)C)cc1
#15 Cc1ccc(-n2ncc3c(N4CCN(c5ccccc5)CC4)ncnc32)c(C)c1
#16 O=c1c2ccccc2c(-c2ccccc2)nn1Cc1ccc(Cl)cc1
entry no.	9	10	11	12	13	14	15	16
Rpn11 inh	i	i	i	i	i	i	i	i
FAS-TE inh	-6	14	-6	24	22	29	3	23
MT1-MMP act inh	4	-1	0	-7	0	11	2	-9
CSN deneddyl inh	2	0	-2	-10	0	-6	0	0
E coli Lon inh	-2	-3	-9	2	8	-13	1	12
bovine MsrA act	-1	-9	-2	0	-4	-8	-13	0
MLLE-PAM2 inh	-5	2	7	-5	4	-16	-1	6
Rin1 Abl inh	0	4	1	0	0	-3	-2	1
MsrA inhibitor	0.2	0.5	0.3	0.7	-0.6	-1.7	-0.4	-0.2

#17 Cc1c(CCO)c(=O)n2c([nH]c3ccccc32)c1C#N
#18 CC(=O)Oc1ccc(C(=O)Nn2cnnc2)cc1
#19 Cc1cc(C(F)(F)F)nn1Cc1ccc(C(=O)NCc2ccco2)o1
#20 COc1ccc(S(=O)(=O)Nc2ccc(C)cn2)cc1
#21 CCOc1ccccc1-c1cc(C(=O)Nc2ccc(C(=O)O)cc2)c2ccccc2n1
#22 COc1ccc(NC(=O)c2cccc3cccnc23)cc1S(N)(=O)=O
#23 CCOC(=O)N1CCC(NC(=O)CCC(=O)N2CCOc3ccc(C)cc32)CC1
#24 O=C(c1ccc(F)cc1)N1CCN(c2cc(N3CCCCC3)c(F)cc2[N+](=O)[O-])CC1
entry no.	17	18	19	20	21	22	23	24
Rpn11 inh	i	i	i	i	i	i	i	i
FAS-TE inh	-5	-13	-2	-2	2	-1	-2	29
MT1-MMP act inh	3	7	-4	6	-2	2	2	0
CSN deneddyl inh	-4	2	-2	5	-1	4	-1	-5
E coli Lon inh	-5	-3	-5	-1	4	1	3	-3
bovine MsrA act	-1	-8	2	-2	-2	-12	0	-9
MLLE-PAM2 inh	-2	7	4	3	2	-8	2	11
Rin1 Abl inh	1	-1	2	2	-1	-3	-1	-3
MsrA inhibitor	2.4	-1.5	0.3	1.6	-0.2	0.0	-0.8	0.0

#25 O=C(Oc1c(-c2ccco2)oc2ccccc2c1=O)c1cccnc1
#26 CCN1C(=O)C(CC(=O)Nc2ccc(F)cc2)N(CCCN2CCN(c3ccc(F)cc3)CC2)C1=S (stereo not given)
#27 C=C1C(C(=O)Nc2ccccc2)C1C(=O)Nc1ccccc1 (stereo not given)
#28 CCOC(=O)C(=NCC1CCCO1)NNc1ccccc1Cl (stereo not given)
#29 C=C1CCC[C@]2(C)C[C@H]3OC(=O)C(CNCCN(CC)CC)[C@H]3CC12 (stereo not given in full)
#30 CCN(CC)c1ccc(S(=O)(=O)N2CCOCC2)cc1NC(=O)COC(=O)/C=C/c1ccco1
#31 C=CCNS(=O)(=O)c1cc(S(=O)(=O)NCC=C)c(OC)cc1OC
#32 Cn1ncc2c(Nc3ccc(-c4ccccc4)cc3)ncnc21
entry no.	25	26	27	28	29	30	31	32
Rpn11 inh	i	i	i	i	i	i	i	i
FAS-TE inh	5	24	-6	8	-4	23	-4	15
MT1-MMP act inh	-130	5	2	1	-11	-1	-6	6
CSN deneddyl inh	-2	-12	-3	6	3	-2	2	-2
E coli Lon inh	13	-2	1	2	-2	-3	-7	-8
bovine MsrA act	-5	0	-8	-4	8.4*	-1	-2	-1
MLLE-PAM2 inh	-3	-22	-1	4	-12	-3	4	5
Rin1 Abl inh	0	2	0	-1	2	0	-2	-4
MsrA inhibitor	5.8*	-0.3	0.3	1.9	-0.9	0.7	0.4	0.7

#33 O=C1c2ccccc2C(=O)C12OC(c1ccccc1)C1(C(=O)c3ccccc3C1=O)C2c1ccc([N+](=O)[O-])cc1 (stereo not given)
#34 O=C(Nc1ccc(F)cc1)c1cccc(C(=O)Nc2ccc(F)cc2)c1
#35 O=C(COc1ccccc1Cl)Nc1cccc(S(=O)(=O)N2CCCC2)c1
#36 CC(Oc1ccc(F)cc1)C(=O)Nc1ccccc1N1CCCCC1 (stereo not given)
#37 O=C1NC(c2ccc(Cl)cc2)Nc2ccccc21 (stereo not given)
#38 O=[N+]([O-])c1cc(F)c2cccnc2c1O
#39 OC[C@@H]1CN(Cc2ccncc2)C[C@H](n2cnc3c(N4CCN(c5ccccc5)CC4)ncnc32)O1
#40 O=C(c1cc(COc2c(F)cccc2F)on1)N1CCC(c2ccccc2F)C1 (stereo not given)
entry no.	33	34	35	36	37	38	39	40
Rpn11 inh	i	i	i	i	i	i	i	i
FAS-TE inh	6	-1	21	28	-3	2	-11	17
MT1-MMP act inh	-3	-2	2	-3	-2	13	15	-6
CSN deneddyl inh	-4	1	-4	0	1	4	3	7
E coli Lon inh	-5	3	-9	7	4	-2	-2	10
bovine MsrA act	-4	-2	-3	-2	-1	-2	-1	0
MLLE-PAM2 inh	4	-8	-1	2	7	-4	-3	15
Rin1 Abl inh	-1	0	2	2	0	1	3	0
MsrA inhibitor	-0.1	0.8	-0.3	-0.5	-0.1	2.3	1.0	-2.1

#41 O=C(Nc1ccccc1)Oc1cccc2cccnc12
#42 O=C(c1ccc(COCC(F)(F)F)cc1)N1CCN(c2ccccn2)CC1
#43 CCC1(C)CC(CC(=O)O)(c2ccccc2OC)CCO1 (stereo not given)
#44 COC(=O)c1ccncc1C(=O)Nc1ccc(Oc2ncc(C(F)(F)F)cc2Cl)cc1
#45 CCOc1ccc(C(C)NC(=O)C2CCN(S(=O)(=O)c3ccc(OC)cc3)CC2)cc1OCC (stereo not given)
#46 Cc1cc(C)nc(SCc2ccc(C(=O)N/N=C/C3CCCCC3)cc2)n1
#47 O=C(NCC1CCCO1)c1ccc2c(=O)n(-c3ccc(F)cc3)c(=S)[nH]c2c1 (stereo not given)
#48 COC(=O)c1ccc(CN(C)S(=O)(=O)c2cccs2)cc1
entry no.	41	42	43	44	45	46	47	48
Rpn11 inh	i	i	i	i	i	i	i	i
FAS-TE inh	-4	1	-2	-2	-3	-5	-12	9
MT1-MMP act inh	3	-1	3	7	-1	0	-2	-3
CSN deneddyl inh	2	-2	1	1	1	-3	-8	0
E coli Lon inh	-9	5	-9	-1	-7	-7	-6	2
bovine MsrA act	-1	-2	-6	-1	-3	-5	-2	-2
MLLE-PAM2 inh	9	2	-7	0	-17	1	-2	0
Rin1 Abl inh	2	4	0	2	1	-3	-2	1
MsrA inhibitor	0.1	-0.5	0.1	0.6	-0.3	-1.5	2.3	1.0

Results in sequence from above.
bovine MsrA act, compounds 28–38 → -4, 8.4*, -1, -2, -1, -4, -2, -3, -2, -1, -2
MT1-MMP act inh, compounds 28–38 → 1, -11, -1, -6, 6, -3, -2, 2, -3, -2, 13

The list goes on.
#49 CC(CCc1ccccc1)NC(=S)NC1CCCCC1 (stereo not given)
#50 COc1ccc(/C=C2\CCc3ccccc3C2=O)cc1O
#51 N/C(=N\OC(=O)CCn1cccc(C(F)(F)F)c1=O)c1ccc(OC(F)(F)F)cc1
#52 CCN(CC)C1=C(Cl)C(=O)C(Cl)C12OCCO2 (stereo not given)
entry no.	49	50	51	52
Rpn11 inh	i	i	i	i
FAS-TE inh	10	3	-2	-5
MT1-MMP act inh	-3	-2	0	-2
CSN deneddyl inh	-9	2	0	-6
E coli Lon inh	4	-3	-10	-7
bovine MsrA act	-6	-3	-3	-3
MLLE-PAM2 inh	-39	-8	-6	13
Rin1 Abl inh	2	0	0	0
MsrA inhibitor	-0.8	2.1	0.0	0.1

4 of the compounds above, bar-delimited:
cpd | Compound | Rpn11 inh | FAS-TE inh | MT1-MMP act inh | CSN deneddyl inh | E coli Lon inh | bovine MsrA act | MLLE-PAM2 inh | Rin1 Abl inh | MsrA inhibitor
49 | CC(CCc1ccccc1)NC(=S)NC1CCCCC1 (stereo not given) | i | 10 | -3 | -9 | 4 | -6 | -39 | 2 | -0.8
50 | COc1ccc(/C=C2\CCc3ccccc3C2=O)cc1O | i | 3 | -2 | 2 | -3 | -3 | -8 | 0 | 2.1
51 | N/C(=N\OC(=O)CCn1cccc(C(F)(F)F)c1=O)c1ccc(OC(F)(F)F)cc1 | i | -2 | 0 | 0 | -10 | -3 | -6 | 0 | 0.0
52 | CCN(CC)C1=C(Cl)C(=O)C(Cl)C12OCCO2 (stereo not given) | i | -5 | -2 | -6 | -7 | -3 | 13 | 0 | 0.1
